EPAC1 antag = qHTS for Antagonist of cAMP-regulated guanine nucleotide exchange factor 3 (EPAC1): primary screen | Rap guanine nucleotide exchange factor 3 (Homo sapiens), O95398 | EPAC1 GEF assay, Rap1b-BODIPY-GDP exchange fluorescence | Potency, µM (top dose mostly 115 µM), inactives show top-dose activity change, negative = inhibition, hits mostly inhibitors | 360,000 compounds, 0.14% hits;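 note: potency is the fitted concentration of half-maximal effect; plate controls were vehicle for no effect and positive control for full effect; nearly all actives have a fitted effect of over 50% in size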
WRN inhibitor = qHTS for Inhibitors of WRN Helicase. WRN helicase unwinding, fluorescent forked duplex, kinetic. AID 651768, 2012. 360,000 compounds, 0.46% hits. Potency, µM (titrated, usually from 114 µM), inactives show at the highest dose activity change, negative = inhibition, usual class: inhibitors. Bifunctional 3'-5' exonuclease/ATP-dependent helicase WRN (Homo sapiens), Q14191; note: potency is the fitted concentration of half-maximal effect; % is set by controls: 0 for no effect and ±100 for the full control effect; nearly all actives have a fitted effect of over 55% in size
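Fluorescence dequenching readout, ex 525 nm/em 598 nm, kinetic mode: forked duplex DNA (100 nM final) with adjacent fluorophore and quencher unwound by WRN (20 nM final) with 2 mM ATP. Compound preincubation 15 min, room temperature.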
IL-2 act = qHTS of IL-2 Activators; IL-2 activation reporter assay, cell-based qHTS; stimulated with anti-CD3/CD4/CD28 beads; in transgenic mouse T cells; activation, % (series mostly up to about 46 µM); 360,000 compounds, 0.065% hits; AID 652025, 2013; in the data active = activation above about 50%; inconclusive = mostly about 30% to 49%; note: 0% is about no effect
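Quantitative HTS in unstimulated transgenic mouse T cells, with memory T cells as non-tolerant control and PMA/ionomycin as tolerance-bypass control. Compound pretreatment lasted 60 minutes before 18 h bead stimulation; EGFP/DsRed fluorescence read.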
PI5P4K alpha inh = qHTS for Inhibitors of phosphatidylinositol 5-phosphate 4-kinase (PI5P4K); max response, %; 330,000 compounds, 1.2% hits; PI5P4Kalpha enzyme, ADP-Glo luminescence, 60 min; active compounds read low; Phosphatidylinositol 5-phosphate 4-kinase type-2 alpha (Homo sapiens), P48426; active = max response of -50% or lower; inconclusive = between -30% and -50%; inactive = -30% or higher; note: value at the top dose of about 77 µM; % is set by controls: 0 for no effect and ±100 for the full control effect
Target sequence (P48426 whole entry, looked up): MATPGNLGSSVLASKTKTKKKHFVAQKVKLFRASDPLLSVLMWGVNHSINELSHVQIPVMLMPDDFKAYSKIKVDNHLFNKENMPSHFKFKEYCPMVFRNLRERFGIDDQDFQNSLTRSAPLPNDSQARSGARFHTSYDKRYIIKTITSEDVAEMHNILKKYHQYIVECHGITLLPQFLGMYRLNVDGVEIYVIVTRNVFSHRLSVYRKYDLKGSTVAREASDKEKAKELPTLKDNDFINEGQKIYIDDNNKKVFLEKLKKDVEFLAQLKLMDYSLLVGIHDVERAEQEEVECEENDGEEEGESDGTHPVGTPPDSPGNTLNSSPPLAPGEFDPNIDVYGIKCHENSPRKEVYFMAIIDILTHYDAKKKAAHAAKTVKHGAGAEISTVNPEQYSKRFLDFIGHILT
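Single end-point luminescence (ADP-Glo) quantified ADP from PI5P4Kalpha turnover; ATP 5 microM final, 1 h at RT, 0.1% CHAPS and 0.28 mM EGTA in HEPES pH 7.4.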
FUS suppressor = qHTS for Suppressors of FUS Proteinopathy: Primary screen using FUS-linked yeast assay; S. cerevisiae FUS-expressing, growth rescue, OD600, 24 h; Potency, µM (top dose mostly 76.6 µM), for the others: top-dose growth rescue (activation), most hits filed as activators; 390,000 compounds, 0.24% hits;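 note: potency is the fitted concentration of half-maximal effect; plate controls were DMSO vehicle for no effect and reference control for full effect; nearly all actives have a fitted effect of over 55% in size; some results filed as inactive show a strong effect at the top dose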
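Galactose (2%) drives FUS expression in yeast precultured in raffinose; seeding density OD 0.005. Test compounds incubated 24hr at 30C and 99% humidity before absorbance at 600 nm was measured.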
EPAC1 ag = qHTS for Agonist of cAMP-regulated guanine nucleotide exchange factor 3 (EPAC1): primary screen; Rap guanine nucleotide exchange factor 3 (Homo sapiens), O95398; EPAC1 agonist qHTS, biochemical assay; response scale: 100% = response to 6.5 mM cAMP; Potency, µM (doses to about 154 µM), for the others: at the top dose activation, most hits filed as activators; 360,000 compounds, 0.073% hits; AID 720707, 2013; note: potency is the fitted concentration of half-maximal effect; nearly all actives have a fitted effect of over 60% in size
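Read-out is the fluorescence drop as BODIPY-GDP leaves Rap1B (480 nm excitation, 540 nm emission), recorded every 5 minutes over 30 minutes. Reactions held 100 nM EPAC1, 250 nM Rap1B–BODIPY-GDP and 50 uM GDP, with 6.5 mM cAMP setting full activation.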
PLK1 PBD inh = qHTS for Inhibitors of PLK1-PDB (polo-like kinase 1 - polo-box domain): Primary Screen | Serine/threonine-protein kinase PLK1 (Homo sapiens), P53350 | Plk1 PBD binding of FITC phosphopeptide, fluorescence polarization | Potency, µM, for inactives: max response, negative = inhibition, actives largely listed as inhibitors | 360,000 compounds, 2.8% hits | AID 720504, 2013; note: potency is the fitted concentration of half-maximal effect; series mostly up to about 57 µM; % is set by controls: 0 for no effect and ±100 for the full control effect; nearly all actives have a fitted effect of over 65% in size
Target sequence (P53350 whole entry, looked up, the tested form may be a part): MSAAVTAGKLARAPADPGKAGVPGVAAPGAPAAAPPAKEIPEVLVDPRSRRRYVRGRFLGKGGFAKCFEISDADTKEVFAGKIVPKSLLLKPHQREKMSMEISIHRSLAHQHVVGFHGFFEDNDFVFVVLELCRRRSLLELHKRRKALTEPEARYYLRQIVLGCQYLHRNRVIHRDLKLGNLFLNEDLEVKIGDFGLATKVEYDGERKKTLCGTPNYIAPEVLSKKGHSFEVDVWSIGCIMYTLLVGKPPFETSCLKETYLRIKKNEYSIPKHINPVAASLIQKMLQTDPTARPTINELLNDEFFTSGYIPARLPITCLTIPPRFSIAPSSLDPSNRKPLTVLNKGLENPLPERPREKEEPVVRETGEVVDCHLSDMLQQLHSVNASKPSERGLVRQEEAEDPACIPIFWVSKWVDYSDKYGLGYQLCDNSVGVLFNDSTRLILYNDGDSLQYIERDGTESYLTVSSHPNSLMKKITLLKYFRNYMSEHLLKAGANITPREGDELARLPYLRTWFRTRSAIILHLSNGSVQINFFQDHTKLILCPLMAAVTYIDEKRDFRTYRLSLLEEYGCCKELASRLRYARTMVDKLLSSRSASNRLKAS
Abeta yeast res = qHTS for compounds that reverse cellular toxicity of Amyloid beta (A-beta) peptide in yeast: Primary Screen; Potency, µM (titrated, usually from 46.1 µM), for inactives: at the top dose growth rescue, actives largely listed as activators; 410,000 compounds, 0.063% hits; yeast expressing A-beta42, growth rescue, OD600, 48 h; response scale: 0% DMSO, 100% iron-clioquinol control; note: potency is the fitted concentration of half-maximal effect; nearly all actives have a fitted effect of over 55% in size
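Yeast A-beta toxicity model in growth medium with pinned compounds, 48 h at 30 C; growth read as absorbance at 600 nm. Normalized to FeCl3/clioquinol equimolar mix (positive) and DMSO (negative).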
Starred values were filed as active, the others as inactive; ? = inconclusive; / = not tested or not shown; & = joins results of further samples; [ ] = remark or other dose. Unless noted, calls come from the whole dose curve; as a rule, active = well fitted curve in the direction sought with a large enough effect; inconclusive = small, poorly fitted or top-dose-only effect, or another doubt; inactive = no such curve, though single readings can be large; an effect the other way counts as inactive or inconclusive. Not a hit list; about 4.1% have a hit in one of these screens.

Every second line gives: EPAC1 antag	WRN inhibitor	IL-2 act	PI5P4K alpha inh	FUS suppressor	EPAC1 ag	PLK1 PBD inh	Abeta yeast res
CCNC(=O)CC1C(=O)N(c2ccccc2)C(=O)N1CCC(C)C (stereo not given)
 : -2%	1%	0.2	-1	-9%	5%	-3%	15%
CC1(c2ccccc2)NC(=O)N(CC(=O)N2CCN(S(=O)(=O)c3ccccc3[N+](=O)[O-])CC2)C1=O (stereo not given)
 : 1%	-23%	1.2	-10	22%	1%	-13%	12%
Clc1ccc(-c2ccnc(Oc3ccc4ccccc4c3)n2)cc1
 : -12%	-5%	-0.5	2	-13%	12%	-5%	7%
Cc1cc(C)cc(NC(=O)C2(c3cccs3)CCOCC2)c1
 : 3%	4%	0.1	-1	19%&6%	4%	-3%	-2%&21%
O=C(O)C1C2CCC(O2)C1C(=O)Nc1cnn(Cc2ccccc2)c1 (stereo not given)
 : 9%	-1%	-0.8	/	23%	3%	-7%	-4%
COc1ccc(OC)c(NC(=O)Nc2nc(C(N)c3ccccc3Cl)cs2)c1 (stereo not given)
 : -27%	-13%	-0.7	14	13%	7%	-1%	3%
COC(=O)C(C(=O)OC)C(c1ccccc1)C(C(=O)c1ccccc1)[N+](=O)[O-] (stereo not given)
 : 3%	0%	0.1	-1	11%	7%	-26%	19%
c1ccc(COc2ccc(OCCCn3cncn3)cc2)cc1
 : -2%	-10%	-2.9	-3	9%	1%	3%	4%
CC[C@H](CO)Oc1cc(NCc2cccc(N)c2)c2ncn(C(C)C)c2c1
 : -13%	3%	0.0	-5	36%	8%	1%	0%
CN(Cc1cnn(C)c1)Cc1nc(-c2ccc(Cl)cc2)no1
 : -1%	-5%	-1.6	-1	2%	-5%	7%	-11%
CC1CCCCC1N=C1NC(C)(C)CS1 (stereo not given)
 : -24%	7%	1.9	7	5%	1%	-10%	-13%
C=CCC[C@@H](Cc1ccc(F)cc1)C(=O)OC[C@H]1CCCN1C(=O)[C@@H](CC=C)CC(=O)N[C@H](CO)Cc1ccccc1
 : -21%	-7%	0.0	13	?	-5%	-2%	14%
COc1ccc(C2CC(c3ccccc3Cl)Nc3ncnn32)cc1OC (stereo not given)
 : 13%	4%	0.8	-3	3%	-5%	?	22%
O=C(CCC(=O)NNC(=O)COc1ccccc1)NCc1ccccc1
 : 3%	0%	-1.4	/	0%	10%	-16%	4%
Cc1ccc(C)n1NC(=O)c1ccc(Cl)cc1
 : 5%	6%	-1.4	-10	14%	2%	-5%	17%
COc1ccc(C2NCCO2)cc1OC (stereo not given)
 : 0%	-2%	1.1	5	1%	4%	-7%	1%
Cc1cccc(NC(=O)Cn2c(=O)oc3ccccc32)n1
 : -22%	5%	-3.0	2	-4%	-11%	-1%	-1%
Cc1ccc(-c2nc(-c3ccncc3)no2)c(C)c1
 : -11%	8%	-0.3	1	-21%	5%	6%	-4%
CCOC(=O)C1=C(C)NC2=C(C(=O)CC(c3cccs3)C2)C1c1cccs1 (stereo not given)
 : -3%	-8%[57.1 µM]	-1.0	-2	8%	4%	1%	1%
CN(C)NC(=S)Nc1ccc2nc(-c3ccccn3)c(-c3ccccn3)nc2c1
 : -1%	-4%	-1.1	/	34%	12%	-9%	-3%
CCN(CC)S(=O)(=O)c1ccc(NC(=O)COc2nc3ccccc3nc2N2CCOCC2)cc1
 : 6%	2%	-4.1	-5	/	1%	-5%	0%
Cc1ccc(NC(=S)N(Cc2ccco2)C2CCN(C(C)C)CC2)cc1
 : -3%	7%	-1.8	0	4%	-4%	-10%	-10%
COc1cc(C(=O)n2nc(C)cc2C)ccc1O
 : -24%	4%	0.2	-3	14%	3%	-28%	23%
Cn1cccc1C(=O)NC(=O)COC(=O)c1cc(Cl)ccc1[N+](=O)[O-]
 : 1%	4%	-3.3	3	-6%	6%	4%	-7%
COc1ccc(-c2ccc(C(=O)Nc3ccc4c(c3)OCO4)c3occc23)c(C)c1
 : -14%	2%	0.0	2	?	3%	-20%	-22%
Cc1ccc(S(=O)(=O)N2CCN(Cc3nc4ccccc4n3C)CC2)cc1
 : -9%	-3%	0.1	/	-1%	6%	-11%	8%
CC(C)(C)NC(=O)Nc1ccc2nccnc2c1
 : -12%	4%	-1.7	0	/	1%	-8%	-6%
CC(C)Oc1ccc(OCCNC2CCCC2)cc1
 : 0%	7%	-3.8	1	2%	3%	-6%	-3%
COc1ccc(CCNC(=O)c2ccccc2-c2ccccc2C(=O)O)cc1OC
 : 6%	7%	-1.7	-4	19%	6%	-12%	-20%
COc1cccc(CNc2nc3cc(-c4ccccc4CO)sc3c(=O)n2C)c1
 : -18%	4%	-0.4	-9	?	1%	-16%	-10%
O=C(NC1CCCCC1)C1CCCN(c2nnnn2-c2ccccc2)C1 (stereo not given)
 : 1%	-4%	-2.8	/	22%	-1%	-13%	-5%
COc1ccc(Cl)cc1NS(=O)(=O)c1c(C)[nH]c(=O)[nH]c1=O
 : -30%	7%	0.1	-8	-20%&-23%	15%	-10%	-16%&3%
CN(CC(=O)Nc1ccc(Cl)cc1)C(=O)c1ccc(S(=O)(=O)Nc2ccccc2)cc1
 : ?	1%	-2.9	5	14%	6%	-7%	0%
COc1cccc(CN2CC(C(=O)N(C)Cc3nc4ccc(F)cc4[nH]3)CCC2=O)c1 (stereo not given)
 : 2%	2%	-2.3	-1	-10%	-3%	3%	-1%
CCN1CCN(C2=NC(=O)/C(=C/c3ccc(C)o3)S2)CC1
 : 6%	3%	0.8	/	-3%	7%	-16%	-12%
O=C(CN1C(=O)/C(=C/c2ccc(F)cc2)SC1=S)N1CCN(CCc2ccccn2)CC1
 : 0%	1%	-4.2	0	13%	-12%	-5%	5%
Cn1nc(CC(=O)Nc2ccc3c(c2)CCC3)c2ccccc2c1=O
 : 13%	3%	-2.5	0	-9%	1%	-1%	4%
CCOC(=O)c1ccc[n+](CC(=O)Nc2cc(C(F)(F)F)ccc2Cl)c1
 : 17%	6%	-0.6	-1	14%	-12%	-12%	-10%
O=C(CN1C(=O)C2C3C=CC(C3)C2C1=O)Nc1nc2ccccc2[nH]1 (stereo not given)
 : -4%	7%	0.9	-9	-10%	-9%	-7%	-5%
CCOc1ccc(S(=O)(=O)N2CCCCC2)cc1NC(=O)C1CCC1
 : -18%	-6%	-1.1	-5	4%	-3%	-4%	9%
CCCCS(=O)(=O)N1CCN(S(=O)(=O)c2cccs2)CC1
 : -12%	-6%	0.9	-4	3%	1%	2%	-7%
COc1cccc(NC(=O)COc2ncnc3sc(C)c(C)c23)c1
 : -8%	-4%	-0.3	3	29%	2%	2%	19%
CC1CCCCN1S(=O)(=O)c1cn(C)c(=O)n(C)c1=O (stereo not given)
 : 10%	0%	-0.1	-3	-18%	-6%	5%	8%
O=C(C=Cc1ccccc1)c1ccc([N+](=O)[O-])cc1
 : -14%	-19%	-1.1	-3	4%	5%	-21%	-8%
O=C(N/N=C/c1ccc(F)cc1)c1ccccc1
 : 0%	-11%	0.8	10	-17%	27%	-1%	6%
O=S(=O)(Cc1ccccc1)C1CCCCC1O (stereo not given)
 : 6%	-31%	-0.2	8	-19%	9%	-6%	12%
CCOc1ccc(NCc2cccn2-c2nnc(N3CCC(C(=O)NCCCN4CCCCC4)CC3)s2)cc1
 : -6%	-5%	-0.5	3	16%	4%	-10%	-30%
COc1ccc(-c2cn3c(C)c(C(=O)NC(C)(C)C)sc3n2)cc1
 : 0%	-1%	-1.9	-1	8%	4%	-9%	-5%
COc1cccc(-n2nnnc2SCC(=O)Nc2ccc(C(C)=O)cc2)c1
 : -6%	6%	-1.7	-9	30%	-2%	24µM*	3%
COCCN(C(=O)COC(=O)c1nc(Cl)ccc1Cl)c1c(N)n(Cc2ccccc2)c(=O)[nH]c1=O
 : -5%	5%	-5.2	1	4%	-4%	-5%	-24%

Going on with the list.
Every second line gives: EPAC1 antag	WRN inhibitor	IL-2 act	PI5P4K alpha inh	FUS suppressor	EPAC1 ag	PLK1 PBD inh	Abeta yeast res
Cc1ccc(C(=O)OCC(=O)Nc2ccccc2N2CCOCC2)cc1
 : 1%	-6%	0.1	-1	11%	8%	-10%	-13%
Cc1nc(N)sc1C(=O)Nc1ccccc1
 : -8%	-6%	0.0	4	-1%	9%	-15%	-13%
C/C(Cn1nnc([N+](=O)[O-])n1)=N\NC(=O)c1ccc(Cl)c(Cl)c1
 : -5%	0%	-0.6	/	-6%	3%	-6%	23%
CCOc1ccc(C(C)NC(=O)C2CCC2)cc1 (stereo not given)
 : 8%	13%	-0.3	0	/	-5%	-4%	-17%
Cc1ccc(CN2C(=O)CCC2C(=O)N2CCN(c3ccc(F)cc3)CC2)cc1 (stereo not given)
 : -12%	3%	-0.3	4	13%	0%	-6%	6%
CCOc1ccc(/C=C2\CCC(C3CCCC3)C2=O)cc1OC (stereo not given)
 : -6%	-4%	0.3	9	-21%	-1%	-4%	0%
COc1ccc(-c2nc(C#N)c(N3CCN(c4cccc(Cl)c4)CC3)o2)cc1OC
 : -3%	-10%	-0.9	/	-31%	4%	1%	0%
COc1ccc(NC(=O)c2cc(-c3cc(F)ccc3OC(C)C)n[nH]2)cc1OC
 : -4%	-10%	-0.5	-14	37%	7%	4%	-4%
CCOc1ccc(Br)cc1S(=O)(=O)Nc1ccc(C(=O)Nc2ccccc2OC)cc1
 : ?	-4%	-4.3	1	33%	13%	-10%	-2%
COCCCNC(=O)CSc1nc2ccccc2c(=O)n1CCCN1CCCCC1
 : -3%	0%	-0.5	2	-20%	-8%	-8%	-15%

Screens (PubChem BioAssay)
